# Wnt act: Wnt/beta-catenin pathway activators, primary screen, cell-based, plate reader, single point | Wnt/beta-catenin reporter cell assay, activator | activation, % at 9.35 µM | 300,000 compounds, 1.2% hits; in the data active means activation above about 30%, passing the limit was not always enough;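 further: 0% = neutral control wells and 100% = positive control wells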
# MITF act: activators of MITF-driven TRPM1 promoter reporter, primary screen, cell-based, SK-MEL-5, luciferase, single point; SK-MEL-5 TRPM1-promoter luciferase, 24 h; % of positive control, neutral wells = 0; 300,000 compounds, 0.75% hits; activation, % at 12.5 µM;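 active means mean activation of at least 80% with every replicate also reaching 80%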;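 further: 0% = neutral control wells and 100% = parthenolide positive control wells; values of inactives mirror those of a sister screen read the other way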
# CAL PDZ FP-1: CAL PDZ peptide-binding inhibitors, primary screen, biochemical, fluorescence polarization, Cer-tagged CAL PDZ, HTS | Golgi-associated PDZ and coiled-coil motif-containing protein (Homo sapiens), Q9HD26 | purified CAL PDZ, TMR-peptide fluorescence polarization, 1 h | inhibition, % at 20 µM | 330,000 compounds, 0.02% hits | AID 504414, 2011;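 active means highest replicate inhibition of at least 40%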;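 further: plate controls were DMSO neutral control wells for no effect and unlabeled competitor peptide control wells for full effect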
#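 Assay system – tagged CAL PDZ protein CerCALP, purified · Timing – 1 h at RT · Compound – single point, 20 µM · Measured by – fluorescence polarization from S- and P-plane intensities, G-factor corrected · Evaluation – inhibition from polarization loss · Probe or stimulus – TMR reporter peptide T*-PRC34 · Buffer or medium – pH 7.4 phosphate-saline buffer, reducing agent, detergent, IgG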
# CAL PDZ FP-2: untagged CAL PDZ binding inhibitors, primary screen, biochemical, fluorescence polarization, HTS; AID 602252, 2012; 300,000 compounds, 0.92% hits; purified CAL PDZ, TMR-peptide fluorescence polarization, 1 h; inhibition, % at 24.9 µM; Golgi-associated PDZ and coiled-coil motif-containing protein (Homo sapiens), Q9HD26;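 active means mean inhibition of at least 30% with at least half of replicates also reaching 30%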;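 further: 0% = DMSO neutral control and 100% = excess unlabeled competitor peptide PRC23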
# Rtt109 HAT inh: inhibitors of C. albicans Rtt109/Vps75 HAT, primary screen, biochemical, ThioGlo CoA-SH fluorescence, plate reader. Histone acetyltransferase RTT109 (Candida albicans (strain SC5314 / ATCC MYA-2876)), …. purified Rtt109/Vps75, 4 h. inhibition, % at 34.9 µM. 330,000 compounds, 0.16% hits. AID 540336, 2011;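 active means inhibition of at least 50% in every replicate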
# Target sequence (Q5AAJ8 whole entry, looked up): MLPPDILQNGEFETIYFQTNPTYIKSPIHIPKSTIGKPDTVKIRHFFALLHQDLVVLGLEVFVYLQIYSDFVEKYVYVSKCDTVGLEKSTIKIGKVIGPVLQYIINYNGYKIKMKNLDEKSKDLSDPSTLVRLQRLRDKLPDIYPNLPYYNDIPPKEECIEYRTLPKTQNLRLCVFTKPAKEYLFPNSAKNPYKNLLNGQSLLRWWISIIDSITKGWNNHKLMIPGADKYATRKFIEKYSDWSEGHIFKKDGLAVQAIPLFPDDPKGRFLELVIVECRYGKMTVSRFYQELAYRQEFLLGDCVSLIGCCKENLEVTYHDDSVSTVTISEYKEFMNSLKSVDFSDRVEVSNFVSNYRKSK
# V-ATPase pH: regulators of yeast V-ATPase proton pumping, primary screen, pHLuorin cytosolic pH fluorescence; S. cerevisiae; response, % at 10 µM; 350,000 compounds, 0.37% hits; in the data active means response mostly above about 7.3%, no sharp cut-off; inactive means mostly below about 5.4%; further: actives read high; inactives centre near 0; some compounds called inactive have numbers as strong as hits; reference of the scale not given here
# cardiac RTF act: cardiac RTF calcium sensitivity activators, primary screen, biochemical, IANBD-TnC fluorescence, EC20 calcium. IANBD-labeled TnC RTF fluorescence at EC20 calcium; 0% EC20 calcium, 100% full calcium. activation, % at 7.2 µM. 340,000 compounds, 0.24% hits. AID 493008, 2010;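 active means activation above the mean over all tested compounds plus 3 SD, cut at about 30% in these data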;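 further: rise in fluorescence read as greater calcium sensitivity of cardiac thin filaments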
# Tat transport: E. coli Tat export inhibitors, primary screen, MC4100, TorA-mCherry reporter, fluorescence, single point. inhibition, % at 10 µM. 340,000 compounds, 0.036% hits. AID 488895, 2010;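 active means mean replicate inhibition at least 50% and at least half of replicates individually reaching 50%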;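 further: exported cargo escapes ClpAP degradation while cytoplasmic cargo is degraded and loses fluorescence; 0% = median of neutral control wells and 100% = median of NaSCN control wells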
# CDK5 inh: inhibitors of human CDK5/p35 kinase, primary screen, biochemical, single concentration; inhibition, % at 10 µM; AID 488839, 2010; 330,000 compounds, 0.01% hits; Recombinant CDK5/p35, ADP-Glo luminescence, 60 min;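 active means highest replicate inhibition of at least 50% and at least 75% of replicates reaching 50%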;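 further: plate controls were DMSO neutral control for no effect and GW8510 at 10 µM for full effect; many of its hits are not listed in these tables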
# Target sequence (Q00535 whole entry, looked up): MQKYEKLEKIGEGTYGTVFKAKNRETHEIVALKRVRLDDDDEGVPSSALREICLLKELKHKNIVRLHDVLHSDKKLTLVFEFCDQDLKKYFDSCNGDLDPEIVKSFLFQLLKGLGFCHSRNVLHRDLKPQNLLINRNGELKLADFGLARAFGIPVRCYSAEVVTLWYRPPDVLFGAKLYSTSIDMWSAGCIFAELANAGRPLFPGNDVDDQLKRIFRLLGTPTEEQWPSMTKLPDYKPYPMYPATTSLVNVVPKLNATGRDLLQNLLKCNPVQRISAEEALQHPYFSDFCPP
# Target sequence (Q15078 whole entry, looked up): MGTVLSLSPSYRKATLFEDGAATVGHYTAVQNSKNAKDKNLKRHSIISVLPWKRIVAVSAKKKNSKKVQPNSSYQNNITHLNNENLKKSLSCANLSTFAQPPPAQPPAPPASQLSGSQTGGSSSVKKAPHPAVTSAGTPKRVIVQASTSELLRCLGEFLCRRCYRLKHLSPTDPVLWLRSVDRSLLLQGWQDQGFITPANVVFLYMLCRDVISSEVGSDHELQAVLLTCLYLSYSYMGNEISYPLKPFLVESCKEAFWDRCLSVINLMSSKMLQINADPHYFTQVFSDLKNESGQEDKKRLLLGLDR
# dFosB act: activators of delta FosB homodimer, primary screen, biochemical, fluorescence polarization, TAMRA-CDK5 oligo, single point. Protein FosB (Mus musculus), P13346. purified delta FosB; percent of positive-control signal above neutral wells. activation, % at 25 µM. 340,000 compounds, 0.99% hits;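 active means mean activation above about 17%, with every replicate also reaching it, limit read from the data, passing the limit was not always enough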;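 further: fluorescence polarization rise as delta FosB binds a TAMRA Cdk5 AP-1 oligo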
# Numbers without * were called inactive; nt = no result given. Rows are unselected; overall some 4.1% were active at least once.
Wnt act,MITF act,CAL PDZ FP-1,CAL PDZ FP-2,Rtt109 HAT inh,V-ATPase pH,cardiac RTF act,Tat transport,CDK5 inh,dFosB act,molecule
-1.5,-4.7,0.3,1.7,3.9,4.2,-4.8,21.0,-2.2,-11.0,COc1ccc(N(CC(=O)NCCSc2ccccn2)S(=O)(=O)c2ccccc2)c(OC)c1
-3.2,8.9,-2.4,-4.8,nt,nt,-8.5,5.4,-3.4,-14.3,CC1CC(C)CN(C(=O)c2cccc(S(=O)(=O)Nc3cc(C(F)(F)F)ccc3Cl)c2)C1 (configuration not stated)
1.7,13.2,nt,157.4*,-25.7,-2.1,6.7,8.8,1.1,-1.1,CC(CN1CCN(C)CC1)OC(=O)c1cccc(Cl)c1 (configuration not stated)
-1.1,-7.6,-0.9,-3.7,4.5,-0.3,-0.1,-0.2,-0.7,-5.9,Cc1ccc(S(=O)(=O)N(C(=O)c2ccncc2)c2ccc(OC(=O)c3ccncc3)cc2)c(C)c1
-1.7,0.0,0.6,nt,-4.6,-1.3,1.8,-3.0,0.0,-1.4,COC(=O)C1Cc2ccccc2CN1S(=O)(=O)c1ccc(F)cc1 (configuration not stated)
2.1,-4.3,-2.7,-3.0,nt,1.3,1.2,-1.1,0.0,-10.4,COc1ccc2c(c1)C1=NN(/C(C)=C/C(C)=O)C(c3cccc(F)c3)C1CC2 (configuration not stated)
3.7,nt,0.8,-4.0,23.9,2.8,-2.3,-13.5,1.1,-6.4,FC(F)(F)Sc1ccc(NC(=S)NCc2ccccc2)cc1
1.0,0.2,-1.7,-4.3,-7.0,4.8,1.1,2.0,0.4,1.0,O=C(NCCS(=O)(=O)N1CCN(c2ccccc2F)CC1)c1ccco1
-0.4,10.5,-1.6,nt,-4.5,-2.0,16.2,11.8,-0.5,-5.9,O=C(NCc1ccccc1)C1(c2cccc(F)c2)CCCC1
16.5,85.3*,-1.1,nt,-7.6,-1.6,18.4,-0.2,-0.4,-11.3,CN1CCN(/N=C/c2ccc(OCc3ccccc3)cc2)CC1
-0.1,1.9,-2.9,5.2,-8.3,-1.7,1.0,0.9,12.0,-2.2,CC(C)(C)S(=O)(=O)N1Cc2cc(=O)n(Cc3ccccc3)c(CCO)c2[C@H]1CCO
-1.0,-6.4,-0.3,nt,-0.1,-1.5,4.3,-9.8,-0.5,-4.7,CC1CCCC(NC(=O)COC(=O)COc2ccccc2Cl)C1C (configuration not stated)
-1.8,-7.5,-0.7,-4.2,1.3,0.3,2.5,-2.5,0.3,-5.5,O=C(NC(=S)N1CCN(C/C=C/c2ccccc2)CC1)c1c(F)cccc1F
-1.2,2.1,0.5,nt,8.8,-0.4,1.1,-7.2,0.3,-7.4,Nc1ccc2c(c1)OCCOCCOCCOCCOCCO2
-1.7,-13.7,-1.4,-0.4,0.5,-1.1,-0.2,-2.5,-1.5,-6.2,CCc1nc(C)c(-c2ccccc2)c(=O)[nH]1
2.5,4.2,-4.2,nt,-13.0,-2.6,11.6,-4.3,-0.8,-5.0,Cc1cccc(OCC(=O)N(Cc2ccco2)C2CCS(=O)(=O)C2)c1C (configuration not stated)
16.6,9.1,-3.1,-2.7,1.3,0.2,-2.0,1.5,-2.2,-7.5,COCc1cc(=O)n2[nH]c(-c3ccc(C)cc3)cc2n1
12.0,7.6,-1.6,-2.9,2.8,1.4,3.3,5.2,1.2,47.1*,Oc1[nH]c2ccccc2c1N=Nc1nc(Nc2ccccc2)nc(N2CCOCC2)n1
-1.4,nt,-3.5,-1.6,-0.6,-1.3,-0.9,4.9,0.4,-5.1,O=C(NCc1ccccc1)c1c[nH]c2ccc(F)cc2c1=O
0.6,-3.0,-2.0,-1.6,4.6,4.0,-6.1,3.0,0.1,-4.4,COc1ccc(N(CC(=O)NCc2ccc(C)cc2)S(=O)(=O)c2c(C)[nH]c(=O)[nH]c2=O)cc1

# MITF act, hit marks shown above
Wnt act,MITF act,CAL PDZ FP-1,CAL PDZ FP-2,Rtt109 HAT inh,V-ATPase pH,cardiac RTF act,Tat transport,CDK5 inh,dFosB act,molecule
16.5,85.3*,-1.1,nt,-7.6,-1.6,18.4,-0.2,-0.4,-11.3,CN1CCN(/N=C/c2ccc(OCc3ccccc3)cc2)CC1

# Next section
Wnt act,MITF act,CAL PDZ FP-1,CAL PDZ FP-2,Rtt109 HAT inh,V-ATPase pH,cardiac RTF act,Tat transport,CDK5 inh,dFosB act,molecule
10.1,53.1,-0.7,-5.5,0.6,0.2,2.4,-16.8,0.9,-4.3,O=C(/C=C/c1ccc(Cl)c(Cl)c1)NC1=NCCS1
6.3,nt,-0.6,-1.7,-1.9,3.8,-1.6,1.4,0.6,-0.1,Cc1nnc(N2CCN(c3ccccc3)CC2)[nH]c1=O
nt,-1.5,2.1,0.8,2.0,1.6,-2.0,2.3,0.2,4.4,O=C(NNC(=O)C1CCN(S(=O)(=O)c2ccc(Cl)cc2)CC1)c1ccc(S(=O)(=O)N2CCCCC2)cc1
nt,5.1,-1.7,-2.6,-7.9,-4.8,0.3,5.6,0.6,0.1,CC(C)N1CCC(=NNC(=O)c2ccc(Br)o2)CC1
nt,-4.7,-1.4,nt,14.3,-3.4,-3.0,-3.1,0.3,4.6,CCOC(=O)CSc1nnc(CNC(=O)c2ccco2)n1-c1ccc(F)cc1
-2.0,6.8,-0.6,-3.3,4.9,-2.9,3.6,2.8,0.1,-12.7,CCN(CC)C(=O)CSc1nc2cc3c(cc2c(=O)n1CCCC(=O)NCCc1ccc(OC)c(OC)c1)OCO3
-0.2,9.0,-1.9,-1.3,-1.2,-4.3,6.0,-3.7,-2.7,-3.7,Cc1ccc(S(=O)(=O)N2CCOCC2)cc1C(=O)NCc1cccnc1
nt,-9.4,-1.7,0.3,-15.8,-1.0,3.0,-0.3,-1.1,1.5,COc1ccc(CSc2ncn[nH]2)cc1[N+](=O)[O-]
0.2,-6.9,-1.9,-1.2,-10.4,1.2,4.7,-1.4,-0.8,-5.0,CCOc1ccc(N2CC(C(=O)N3CCCCC3)CC2=O)cc1 (configuration not stated)
-1.9,10.8,-0.8,-1.2,0.4,0.0,4.7,-4.9,-1.4,1.7,CCN(CC(=O)Nc1c(F)cccc1F)C(=O)CNC(=O)c1ccc2ccccc2c1
10.4,19.6,-0.7,2.5,3.7,-1.6,1.1,-0.7,0.0,1.9,COc1cc(C#Cc2c(-c3cncn3C)n(C)c3ccc(-c4ccc5[nH]ccc5c4)cc23)cc(OC)c1
-0.8,-15.6,-4.6,-2.7,13.7,2.5,-11.2,-1.0,0.9,-5.4,CCOc1ccc(-n2c(SCC(=O)Nc3cc(C(=O)O)ccc3Cl)nc3ccccc3c2=O)cc1
5.0,-1.9,-2.3,-1.4,-1.2,-4.5,3.5,-3.6,-0.5,-4.9,CC(=O)Nc1ccc(S(=O)(=O)N(C)CC(=O)Nc2nc3ccccc3[nH]2)cc1
nt,-2.1,-1.0,-7.8,4.6,-5.5,182.1*,10.4,-0.5,0.7,CCOC(=O)CC1C(=O)NCCN1c1nc2ccc(C)cn2c(=O)c1/C=C1\SC(=S)N(CC(C)C)C1=O (configuration not stated)
nt,-11.1,0.3,2.8,4.5,-1.3,6.8,-12.1,0.3,-1.2,C=CCn1c(SCC(=O)Nc2c(C)cccc2C)nnc1-c1ccncc1
1.1,-13.3,-2.3,-1.6,nt,0.5,3.5,-3.0,-1.9,12.0,COC(=O)C1=[N+]([O-])OC(C(=O)OC)C1c1c[nH]c2ccccc12 (configuration not stated)
-1.2,nt,-0.4,nt,-5.1,3.9,0.6,-1.9,-0.7,6.8,CC(=O)c1sc(-c2ccccc2)cc1NS(=O)(=O)c1ccc(C)cc1
-3.0,11.6,-2.0,-2.8,-0.3,-3.3,3.5,6.8,-1.7,-8.6,Cc1cc(C)nc(N/N=C/c2c(C)oc3ccccc23)n1
0.0,-10.5,-1.9,0.4,0.3,-2.5,1.6,2.8,0.5,-2.0,COc1ccc(CN(CC(=O)NCCc2ccccc2)C(=O)CCC(=O)Nc2ccccn2)cc1
0.5,32.2,0.6,-3.3,4.9,-1.7,-5.2,-4.5,2.3,4.1,O=[N+]([O-])c1ccc(CNC2CCCc3ccccc32)cc1 (configuration not stated)
-0.5,6.6,-1.3,-0.3,-1.0,0.7,-0.4,-19.9,-5.6,2.5,O=C(NCC(=O)N1CCOCC1)OCc1ccccc1
-2.6,-1.1,0.1,nt,6.5,-2.4,8.7,1.2,0.0,-8.4,COc1ccccc1NC(=O)CON=C(N)CC(=O)NC1CCCCC1
-2.3,nt,-3.8,-0.4,6.1,-1.3,-2.1,-5.8,-1.7,-9.0,COc1ccc(N2CCN(S(=O)(=O)c3ccc(OC)c(C(=O)N4CCCCC4)c3)CC2)cc1
-3.6,-11.8,-0.4,-3.8,-2.8,1.5,2.1,1.1,-1.5,-8.8,CC(C)NC(=O)Cn1cc(C(=O)COc2ccccc2)c2ccccc21
10.5,95.2*,0.3,-5.6,-6.3,-3.3,3.6,2.3,1.1,-8.1,CCN1CCN(C(=O)c2cc3ccc(OC)cc3[nH]2)CC1
-0.9,14.5,-1.5,3.1,3.0,-0.8,-7.6,-0.9,-0.5,-2.2,O=C(NCc1nc(-c2ccccc2)cs1)c1ccccc1
nt,-7.0,-0.4,-4.9,-1.3,-0.9,-0.5,-1.6,0.8,8.0,CC(=O)N(Cc1cc(=O)[nH]c2ccccc12)c1ccccc1
-2.1,nt,-0.9,-3.8,6.8,3.6,1.7,3.5,-0.3,-5.9,Cn1c(NCCO)nc2c(c1=O)C1(CCCCC1)Cc1ccccc1-2
3.1,47.9,0.5,0.3,-15.7,-3.3,-2.6,-0.9,0.2,-0.9,CCOC(=O)c1cnn(-c2cc(Oc3ccccc3)ncn2)c1N
1.0,-4.0,0.6,-0.5,8.0,0.8,0.4,3.0,0.1,-0.5,CCCCC(=O)Nc1ccc2c(c1)nc(CCN1CCN(c3ccccn3)CC1)n2C
-0.9,-7.5,-2.6,0.7,-6.5,-0.2,1.6,-1.2,0.0,2.1,Cc1ccc(S(=O)(=O)Cn2nnnc2CN2CCOCC2)cc1

# Quoted at random: 2 records from the list.
Wnt act,MITF act,CAL PDZ FP-1,CAL PDZ FP-2,Rtt109 HAT inh,V-ATPase pH,cardiac RTF act,Tat transport,CDK5 inh,dFosB act,molecule
-2.1,nt,-0.9,-3.8,6.8,3.6,1.7,3.5,-0.3,-5.9,Cn1c(NCCO)nc2c(c1=O)C1(CCCCC1)Cc1ccccc1-2
-0.5,6.6,-1.3,-0.3,-1.0,0.7,-0.4,-19.9,-5.6,2.5,O=C(NCC(=O)N1CCOCC1)OCc1ccccc1
